Screening results deposited in PubChem by several laboratories.
SUMO1 PPI mod: alters human SUMO1 binding to SIM partners; SUMO1 binding to a labelled peptide, TR-FRET, 1 h; AID 602429; inhibition, % at 20 µM; hit rate 0.33% among 360,000; in the data active = inhibition above about 37%
Scp-1 inhibitor: inhibitors of human Scp-1 phosphatase; Q9GZU7; Recombinant Scp1, phosphopeptide, malachite green phosphate absorbance; inhibition, % at 20 µM; hit rate 0.88% among 340,000; AID 493091;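 active = inhibition above about 50% at 20 µM, limit read from the data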;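 note: plate controls were DMSO wells with enzyme for no effect and wells lacking enzyme for full effect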
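Incubation: 45 min enzyme reaction at room temperature / System: truncated SCP-1 phosphatase (76-261aa) / Reagent: Phospho 17-mer peptide substrate / Buffer or medium: Acidic Tris acetate buffer with magnesium and detergent / Signal: absorbance at 630 nm / Doses: one concentration, 20 µM, with 1.0% DMSO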
MLLE-PAM2 inh: blocks PAM2 peptide binding to the PABP1 MLLE domain; inhibition, % at 20 µM; GST-MLLE / FITC-PAM2 fluorescence polarization; hit rate 0.36% among 360,000; P11940; in the data active = inhibition above about 35%, passing the limit was not always enough;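 note: plate controls were DMSO wells with GST-MLLE for no effect and wells lacking GST-MLLE protein for full effect; some results filed as inactive read as strong as hits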
TbMetRS inhib: Trypanosoma brucei MetRS inhibition; purified T. brucei MetRS, ATP depletion, Kinase-Glo luminescence; inhibition, % at 11.9 µM; hit rate 0.4% among 360,000; AID 624268;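 active = inhibition above a per-plate cutoff of the control wells' mean inhibition plus 3 SD, cut at about 5.5% in these data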;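 note: 0% = DMSO wells median and 100% = median of wells with control inhibitor compound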
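Dosing: 11.9 µM single point; system: parasite MetRS enzyme; technique: luminescence of leftover ATP; times: 15 min enzyme-compound preincubation, 2 h reaction, 10 min detection, 25 °C; replicates: each compound tested once; read-out basis: percent inhibition relative to median high and low control wells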
NadD block: blocks S. aureus nicotinate mononucleotide adenylyltransferase; hit rate 0.78% among 360,000; purified NadD enzyme, colorimetric absorbance read-out; inhibition, % at 20 µM; in the data active = inhibition above about 26%; note: some compounds past the cut are filed as inactive
STEP block: inhibitors of human striatal-enriched phosphatase STEP. P54829. recombinant STEP, OMFP fluorogenic substrate, fluorescence. inhibition, % at 20 µM. hit rate 0.25% among 360,000;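 active = inhibition at 20 µM, scaled per plate between control wells, above about 37%, limit read from the data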;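 note: 0% = DMSO with enzyme and substrate and 100% = substrate only without enzyme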
Target sequence (P54829 whole entry, looked up): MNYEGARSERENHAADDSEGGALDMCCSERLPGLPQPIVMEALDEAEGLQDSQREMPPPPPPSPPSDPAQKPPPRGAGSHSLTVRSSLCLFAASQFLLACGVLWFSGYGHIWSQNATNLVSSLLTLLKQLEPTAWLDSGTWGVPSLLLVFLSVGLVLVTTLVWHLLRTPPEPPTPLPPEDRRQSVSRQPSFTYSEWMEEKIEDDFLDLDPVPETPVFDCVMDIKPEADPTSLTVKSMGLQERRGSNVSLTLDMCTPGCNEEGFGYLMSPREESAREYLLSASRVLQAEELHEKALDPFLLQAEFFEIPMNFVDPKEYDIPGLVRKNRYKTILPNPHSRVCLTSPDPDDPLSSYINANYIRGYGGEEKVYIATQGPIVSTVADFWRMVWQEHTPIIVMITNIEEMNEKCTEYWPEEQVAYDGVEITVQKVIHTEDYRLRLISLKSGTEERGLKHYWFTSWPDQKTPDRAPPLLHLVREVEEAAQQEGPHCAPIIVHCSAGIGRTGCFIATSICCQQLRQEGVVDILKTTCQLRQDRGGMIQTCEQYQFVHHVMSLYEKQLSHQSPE
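Assay system: isolated STEP enzyme / Timing: 20 min at room temperature, dark / Doses: 20 µM, 1% DMSO / Technique: fluorescence intensity, excitation 480 nm, emission 540 nm / Reagent: fluorogenic phosphatase substrate OMFP at 25 µM final / Measure: percent inhibition scaled to no-enzyme and uninhibited-enzyme controls, plate-pattern corrected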
Rpn11 block: inhibitors of human proteasome Rpn11 | hit rate 0.59% among 360,000 | calls only at 20 µM | human 26S proteasome, Ub4-pepOG fluorescence polarization; 20S core pre-blocked with epoxomicin;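 active = inhibition at 20 µM, scaled to each plate's controls, above about 33%, limit read from the data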
Target sequence (O00487 whole entry, looked up): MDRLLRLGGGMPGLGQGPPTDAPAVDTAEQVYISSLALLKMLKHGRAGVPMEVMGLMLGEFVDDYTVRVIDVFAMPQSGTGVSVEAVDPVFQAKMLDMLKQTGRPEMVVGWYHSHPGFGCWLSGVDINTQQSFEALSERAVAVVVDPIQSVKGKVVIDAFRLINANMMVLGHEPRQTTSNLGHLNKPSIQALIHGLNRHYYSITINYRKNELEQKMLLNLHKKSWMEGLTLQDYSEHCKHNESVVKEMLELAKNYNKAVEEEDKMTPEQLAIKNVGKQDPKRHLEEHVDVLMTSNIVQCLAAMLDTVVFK
DNMT1 inh: DNMT1 (human) enzyme inhibition. P26358. DNMT1 molecular beacon, Hinp1I cleavage, fluorescence. inhibition (reported as % activation of signal), % at 10 µM. hit rate 0.83% among 360,000; in the data active = inhibition above about 50%
CSN deneddyl inh: inhibitors of human CSN-mediated cullin deneddylation. Purified CSN, SCF-Nedd8-OG deneddylation, fluorescence polarization. AID 651999. inhibition, % at 12.5 µM. hit rate 0.38% among 360,000;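 active = pattern-corrected inhibition above about 35%, with an unprinted fluorescence ratio check between 0.5 and 1.5, limit read from the data, passing the limit was not always enough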;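 note: 0% = enzyme with substrate and 100% = substrate without enzyme; some results filed as inactive read as strong as hits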
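Material: purified human Csn5 enzyme expressed in HEK293T cells / Medium: Tris buffer pH 7.5, NaCl, DTT, Tween-20, trehalose, ovalbumin / Compound dosing: 12.5 µM single point / Schedule: 90 min incubation of compound, enzyme and substrate at room temperature / Signal: fluorescence polarization of the substrate / Control set: no-enzyme wells high, enzyme-with-substrate wells low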
LMPTP block: blocks human LMPTP phosphatase. P24666. recombinant LMPTP-A, OMFP fluorogenic substrate, fluorescence intensity. inhibition, % at 20 µM. hit rate 0.22% among 360,000. AID 651560;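 active = compounds that cut the enzyme signal by at least half of the control window in the single-dose screen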;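 note: plate controls were DMSO wells with enzyme plus substrate for no effect and substrate without enzyme for full effect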
Target sequence (P24666 whole entry, looked up): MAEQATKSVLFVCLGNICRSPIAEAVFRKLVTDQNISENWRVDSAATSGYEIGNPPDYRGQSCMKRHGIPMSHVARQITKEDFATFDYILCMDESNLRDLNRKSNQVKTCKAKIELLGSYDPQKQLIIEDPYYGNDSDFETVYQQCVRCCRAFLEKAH
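Test system: LMPTP-A phosphatase enzyme; input: 0.625 nM LMPTP-A final; reagent: OMFP substrate, 400 µM final; compound dosing: 20 µM single dose, 3% DMSO; incubation: 50 min dark incubation at room temperature; measured by: endpoint fluorescence intensity from OMFP dephosphorylation; measure: % inhibition relative to no-enzyme and uninhibited control wells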
Starred values were filed as active, the others as inactive; i = inactive; . = no result given.

Preview, 4 compounds:
entry	SUMO1 PPI mod	Scp-1 inhibitor	MLLE-PAM2 inh	TbMetRS inhib	NadD block	STEP block	Rpn11 block	DNMT1 inh	CSN deneddyl inh	LMPTP block	structure
1	-2	-11	3	-1.4	3	-1	i	-14	3	3.6	O=C(Nc1cnn(Cc2ccc(Cl)c(Cl)c2)c1)C12CC3CC(CC(C3)C1)C2
2	1	-1	3	-0.1	0	-1	i	0	8	1.1	COc1ccccc1C(=O)NCC1(c2ccccc2)CCCC1
3	-2	48	6	-0.1	4	8	i	72*	3	2.5	COc1cc(OC)c2ccc(=O)oc2c1C(CC(=O)N1CCCC1)c1ccc2c(c1)OCO2 (stereo not drawn)
4	-2	-2	8	-0.4	-6	0	i	2	4	-2.6	Cc1cc(=O)oc2cc(OCC(=O)NCCCn3ccnc3)ccc12

Results, from the first entry:
entry	SUMO1 PPI mod	Scp-1 inhibitor	MLLE-PAM2 inh	TbMetRS inhib	NadD block	STEP block	Rpn11 block	DNMT1 inh	CSN deneddyl inh	LMPTP block	structure
1	-2	-11	3	-1.4	3	-1	i	-14	3	3.6	O=C(Nc1cnn(Cc2ccc(Cl)c(Cl)c2)c1)C12CC3CC(CC(C3)C1)C2
2	1	-1	3	-0.1	0	-1	i	0	8	1.1	COc1ccccc1C(=O)NCC1(c2ccccc2)CCCC1
3	-2	48	6	-0.1	4	8	i	72*	3	2.5	COc1cc(OC)c2ccc(=O)oc2c1C(CC(=O)N1CCCC1)c1ccc2c(c1)OCO2 (stereo not drawn)
4	-2	-2	8	-0.4	-6	0	i	2	4	-2.6	Cc1cc(=O)oc2cc(OCC(=O)NCCCn3ccnc3)ccc12
5	-1	-4	14	-0.1	-1	-1	i	6	-2	-0.8	COc1cccc(NC(=O)CN(C)C(=O)c2c(C)nn(CC(C)C)c2Cl)c1
6	-11	4	-22	-0.5	-2	0	i	-8	-6	1.3	COc1ccccc1NC(=O)/C=C/c1ccc(OC)c(S(=O)(=O)N2CCOCC2)c1
7	0	-1	2	-0.2	-5	-1	i	1	-1	-7.9	CN1CCC(N(C)S(=O)(=O)c2ccc(F)cc2F)CC1
8	-35	-4	14	-0.2	1	0	i	1	-1	1.3	O=C(Nc1ccc(C(=O)N2CCOCC2)cc1)c1ccc([N+](=O)[O-])cc1
9	3	-10	6	-0.6	-1	-2	i	-13	-3	5.8	CCOc1cc(/C=N/NC(=O)COc2cccc(C)c2)ccc1OC(=O)c1cccs1
10	4	-19	-2	1.1	-3	6	i	-1	-4	0.3	Oc1ccccc1-c1nnc(COc2ccccc2)o1
11	-6	-1	-1	-0.2	1	-2	i	6	5	1.6	O=C(Nc1ccc(-c2ccc([N+](=O)[O-])cc2)cc1)c1ccccc1F
12	0	-11	-6	-0.2	-4	1	i	4	-5	0.2	C=CC[C@@H](CC(=O)NCCO)C(=O)N[C@@H](COC(=O)[C@@H](CC=C)CC(=O)OC(C)(C)C)Cc1c[nH]c2ccccc12
13	1	4	9	-0.1	3	-2	i	0	-6	-2.0	COc1cccc(NC(=O)CN(C)C(=O)c2cc(S(=O)(=O)N3CCCCCC3)ccc2OC)c1
14	-4	0	-5	-0.5	0	0	i	-2	-3	-0.3	OCCN(Cc1cccnc1)Cc1ccccn1
15	3	-2	9	0.2	4	0	i	1	-8	-1.8	Cc1oc(-c2ccc(Cl)cc2)nc1CN1CCCC(C(=O)NC2CC2)C1 (stereo not drawn)
16	3	3	-4	-0.9	3	-8	i	2	-3	-1.6	Cc1n[nH]c(C)c1S(=O)(=O)N1CCCC(C(=O)Nc2nccs2)C1 (stereo not drawn)
17	-3	-5	11	-0.8	-20	2	i	0	0	-2.5	Cn1[nH]c(=O)c(Cl)c(Cl)c1=O
18	19	-4	9	-0.4	11	2	i	-2	-5	0.4	C/C(=N\NC(=O)c1ccccc1)c1cc2cc([N+](=O)[O-])ccc2oc1=O
19	5	-3	-4	0.2	4	-1	i	4	-2	-2.0	CCCCCCCC(=O)OCC(COC(=O)CCCCCCC)OC(=O)CCCCCCC
20	39*	-6	4	-0.7	-4	-1	i	-1	2	1.4	CN(C(=O)COC(=O)c1ccc(-c2ccc(O)cc2)cc1)C1CCS(=O)(=O)C1 (stereo not drawn)
21	-14	4	-8	-1.5	-5	0	i	1	1	-0.1	Cc1cccn2c(=O)c3cc(C(=O)NCCCOC(C)C)sc3nc12
22	4	-5	-2	-0.2	-4	1	i	1	6	0.5	CCOC1=NC(=C(c2ccccc2)c2ccccc2)OC1=O
23	5	-9	-9	-0.6	-7	2	i	-1	-1	3.1	COc1cccc(CC(=O)Nc2nc(-c3ccc(F)c(F)c3)cs2)c1
24	7	-12	-2	-0.1	-6	-1	i	-3	-6	0.6	CC1C(=O)N(Cc2cccc(F)c2)c2ccccc2N1C(=O)c1ccccc1 (stereo not drawn)
25	5	-5	4	0.8	-1	-1	i	-2	-1	-0.9	CC(=O)Nc1cccc(NC(=O)C2CCCN2C(=O)Nc2ccc(C)cc2)c1 (stereo not drawn)
26	-20	-21	7	-0.1	-7	-3	i	-3	3	-0.6	CC(C)N1C(=O)S/C(=C/c2cccnc2)C1=O
27	6	10	-24	-0.7	4	15	i	4	-7	0.3	CC(=O)c1c(O)c2ccccc2n(C2CCCCC2)c1=O
28	3	-7	12	-0.5	1	-1	i	0	-2	-0.1	Cc1cc(=O)[nH]c(SCC(=O)NN(c2ccccc2)c2ccccc2)n1
29	-5	-6	-5	-0.2	-1	-1	i	5	3	-1.2	CC(Sc1nc(N)cc(=O)[nH]1)C(=O)NCC(=O)Nc1ccc(F)c(F)c1F (stereo not drawn)
30	2	10	-3	3.5	-2	-6	i	1	-5	-0.5	Cc1nnc(NC(=O)CSc2nnc(Cc3cccn3C)n2C)s1
31	-18	7	74	-0.1	-2	3	i	-23	-25	2.2	Cc1ccc(C(=O)/C=C/Nc2cccc(O)c2)cc1
32	-9	-4	-46	-0.8	3	-1	i	1	4	1.1	O=C(c1ccc2c3n(nc2c1)-c1ccccc1CO3)N1CCCCC1

Next section, starting with the last 3 of the part before.
entry	SUMO1 PPI mod	Scp-1 inhibitor	MLLE-PAM2 inh	TbMetRS inhib	NadD block	STEP block	Rpn11 block	DNMT1 inh	CSN deneddyl inh	LMPTP block	structure
30	2	10	-3	3.5	-2	-6	i	1	-5	-0.5	Cc1nnc(NC(=O)CSc2nnc(Cc3cccn3C)n2C)s1
31	-18	7	74	-0.1	-2	3	i	-23	-25	2.2	Cc1ccc(C(=O)/C=C/Nc2cccc(O)c2)cc1
32	-9	-4	-46	-0.8	3	-1	i	1	4	1.1	O=C(c1ccc2c3n(nc2c1)-c1ccccc1CO3)N1CCCCC1
33	-63	4	-40	-0.3	10	-2	i	-1	7	8.2	CCN(CC)CCNC(=O)c1ccc(NC(=O)/C=C/c2ccc3ccccc3n2)cc1
34	1	-4	-8	-1.1	-4	-3	i	-1	0	-1.2	Cc1ccc(N2CCN(CC(O)COC3CCCCC3)CC2)cc1 (stereo not drawn)
35	-5	-3	13	-0.2	0	-1	i	12	2	-2.0	O=C(CC(=O)NC1CCCCC1)N/N=C/c1ccccc1Cl
36	11	66*	7	-0.1	-8	40	i	94*	9	27	COc1ccccc1NC(=O)COC(=O)c1cc2c(s1)CCC2
37	-9	.	-8	-0.2	6	3	i	-5	1	0.5	COC(=O)c1cc(C)nc(Nc2nc(C(N)Cc3ccc(Cl)cc3)cs2)n1 (stereo not drawn)
38	-3	2	1	-0.6	-5	0	i	1	-2	1.7	CC1(C)C2CCC1(C)C(NC(=O)/C=C/c1ccccc1)C2 (stereo not drawn)
39	1	-8	16	-0.3	2	-1	i	-1	-3	1.1	CCOC(=O)c1ccc(NC(=O)c2nc[nH]c2C(=O)N2CCC(C)CC2)cc1
40	0	1	-6	-0.1	-4	-1	i	1	2	-0.8	Cc1ccc(C(=O)NCC(=O)NC23CC4CC(CC(C4)C2)C3)cc1

Marked active in SUMO1 PPI mod (from the list above):
entry	SUMO1 PPI mod	Scp-1 inhibitor	MLLE-PAM2 inh	TbMetRS inhib	NadD block	STEP block	Rpn11 block	DNMT1 inh	CSN deneddyl inh	LMPTP block	structure
20	39*	-6	4	-0.7	-4	-1	i	-1	2	1.4	CN(C(=O)COC(=O)c1ccc(-c2ccc(O)cc2)cc1)C1CCS(=O)(=O)C1 (stereo not drawn)

(more compounds)
entry	SUMO1 PPI mod	Scp-1 inhibitor	MLLE-PAM2 inh	TbMetRS inhib	NadD block	STEP block	Rpn11 block	DNMT1 inh	CSN deneddyl inh	LMPTP block	structure
41	2	-8	0	-0.1	-1	-1	i	2	-6	-0.3	Cn1nc(C(=O)NCCc2ccc3c(c2)OCCO3)c2ccccc2c1=O
42	1	3	2	-1.2	2	-2	i	2	5	-0.6	O=S(=O)(c1ccc(NC2CCCCC2)cc1)N1CCOCC1
43	-22	2	-33	0.1	1	-3	i	-1	10	0.7	CN=C1S/C(=C\c2ccc(N3CCCC3)c(F)c2)C(=O)N1C
44	21	79*	22	0.2	20	92*	i	-1	-6	68*	Cc1cc2nc(-c3ccc(SCc4ccc(C(=O)O)cc4)nc3)[nH]c2cc1C
45	-5	1	9	-0.4	-7	1	i	0	0	-1.3	Cc1ccc(COc2ccc(/C=N/NC(=O)c3ccc(CN4CCOCC4)cc3)cc2)cc1
46	2	3	5	-0.6	0	1	i	2	0	-0.5	Cn1cnnc1SCc1nc(N)nc(Nc2ccccc2)n1
47	-8	.	-1	-0.2	-2	-2	i	2	4	-1.0	O=C(NCc1cccc(C(F)(F)F)c1)c1csc([C@@H]2C[C@H](O)[C@@H](CO)O2)n1
48	4	0	23	-0.5	3	-6	i	-4	0	0.9	COc1ccccc1OCC(=O)Nc1ccc(NC(=O)COc2ccccc2OC)cc1
49	-3	-5	4	-0.6	3	-1	i	-1	1	-1.9	c1ccc(C2CC(c3cccs3)n3nnnc3N2)cc1 (stereo not drawn)
50	0	-9	0	0.4	0	-2	i	0	2	-1.3	CCN1CCN(S(=O)(=O)c2cc3c(cc2Cl)NC(=O)CO3)CC1
51	7	-2	0	-0.8	4	4	i	-2	3	1.2	CCOC(=O)c1ccccc1NC(=O)CSc1nnc(COc2ccccc2)n1CC
